# ZTA DNA inh = ZTA (EBV) inhibition in EBNA-1 counter-screen; P03206; ZTA-DNA binding, fluorescence polarization; hit rate 0.15% among 320,000; inhibition, % at 11 µM; in the data active = inhibition above about 33%
# Target sequence (P03206 whole entry, looked up): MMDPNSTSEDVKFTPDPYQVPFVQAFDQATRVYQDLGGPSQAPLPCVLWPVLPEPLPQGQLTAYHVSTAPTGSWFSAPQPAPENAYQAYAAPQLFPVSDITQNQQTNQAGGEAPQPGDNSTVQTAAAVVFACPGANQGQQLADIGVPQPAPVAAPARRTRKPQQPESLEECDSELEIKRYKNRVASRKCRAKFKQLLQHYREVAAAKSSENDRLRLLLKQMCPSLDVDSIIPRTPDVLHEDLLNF
# Efflux pump inh = blocks antifungal efflux pumps in multiplex yeast assay; inhibition, % at 10 µM; S. cerevisiae Candida pump triplex, Nile Red efflux; hit rate 0.44% among 330,000; AID 485275;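 active = plate passing quality check with inhibition over a set limit, or well fluorescence over plate mean plus 4 SD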;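 also: Nile Red retained in pooled yeast measured as flow cytometry median fluorescence; 0% = buffer negative control and 100% = Enniatin B positive control; higher means more Nile Red kept so more efflux inhibition; some compounds called inactive have numbers as strong as hits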
# core dimer inh = blocks dimerization of HCV core protein | TR-FRET GST/Flag-core106 dimerization, 1536-well | inhibition, % at 5 µM | hit rate 0.33% among 300,000 | AID 1899;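 active = inhibition above the mean of all tested compounds plus 3 SD, set per screening campaign, cut at about 45% in these data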
#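 System: GST-tagged and Flag-tagged HCV core protein residues 1-106 / Input: core106 proteins, GST 13.5 nM and Flag 17 nM / Buffer or medium: KF-containing HEPES buffer, pH 7.45, DTT, CHAPS, BSA / Probe or stimulus: Eu-anti-GST and XL665-anti-Flag labelled anti-tag antibodies / Schedule: 4 h, 22.5 °C incubation / Technique: TR-FRET 671 and 617 nm emission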
# Fh CTSL1 inh = cathepsin L1 inhibition, PFM18AAP counter-screen; inhibition, % at 5.96 µM; recombinant F. hepatica cathepsin L1, Z-Leu-Arg-MCA fluorescence; hit rate 0.49% among 300,000;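 active = inhibition above the mean of all tested compounds plus 3 SD, set per screening campaign, cut at about 17% in these data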;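 also: 0% = plate median of test compound wells and 100% = 1 µM Z-Phe-Ala-diazomethylketone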
# PP5 primary = blocks human protein phosphatase 5 activity. P53041. purified PP5c, OMFP substrate fluorescence. inhibition, % at 6.7 µM. hit rate 0.18% among 320,000;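 active = inhibition above the campaign's mean inhibition across all tested compounds plus 3 SD, cut at about 9.5% in these data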;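 also: 0% = DMSO only and 100% = 100 µM cantharidin control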
# PREPL inh = inhibitors of human prolyl oligopeptidase-like enzyme PREPL; recombinant PREPL, fluorescence polarization activity-based probe; hit rate 0.68% among 320,000; AID 2751; inhibition, % at 5.96 µM; Q4J6C6; in the data active = inhibition above about 43%;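 also: 0% = enzyme with DMSO and 100% = wells lacking enzyme; many of its hits are not listed in these tables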
# Target sequence (Q4J6C6 whole entry, looked up): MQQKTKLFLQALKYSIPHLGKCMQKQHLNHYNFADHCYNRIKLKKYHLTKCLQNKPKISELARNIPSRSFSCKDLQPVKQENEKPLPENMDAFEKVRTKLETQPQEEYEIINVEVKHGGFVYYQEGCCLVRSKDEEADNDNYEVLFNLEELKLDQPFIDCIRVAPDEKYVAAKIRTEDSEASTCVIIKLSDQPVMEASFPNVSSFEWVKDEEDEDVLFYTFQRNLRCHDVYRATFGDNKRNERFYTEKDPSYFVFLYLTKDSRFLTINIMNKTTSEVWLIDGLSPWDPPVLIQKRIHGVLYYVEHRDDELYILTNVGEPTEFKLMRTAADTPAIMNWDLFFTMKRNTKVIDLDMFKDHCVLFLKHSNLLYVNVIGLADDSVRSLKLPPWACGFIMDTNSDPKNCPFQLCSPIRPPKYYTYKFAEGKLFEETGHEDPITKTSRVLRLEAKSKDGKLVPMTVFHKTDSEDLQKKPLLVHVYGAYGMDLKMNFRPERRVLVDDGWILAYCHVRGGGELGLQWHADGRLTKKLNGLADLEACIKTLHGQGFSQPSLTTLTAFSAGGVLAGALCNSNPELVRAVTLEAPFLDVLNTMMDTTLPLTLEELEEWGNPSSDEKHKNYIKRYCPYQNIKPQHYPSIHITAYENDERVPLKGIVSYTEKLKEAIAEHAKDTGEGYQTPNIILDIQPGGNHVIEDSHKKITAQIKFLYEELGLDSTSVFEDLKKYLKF
# PP1 inh = blocks human PP1-alpha phosphatase, a PP5 counter-screen. P62136. purified PP1alpha, OMFP fluorescence. inhibition, % at 6.7 µM. hit rate 0.9% among 320,000;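 active = inhibition above the mean inhibition of all tested compounds plus 3 SD, computed separately for each screening campaign, cut at about 15% in these data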
# TPT1 inh = C. albicans TPT1 enzyme inhibition; recombinant caTPT1, FP RNA substrate dephosphorylation; inhibition, % at 5 µM; hit rate 0.81% among 300,000;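 active = inhibition above the mean of all tested compounds plus 3 SD, set per screening campaign, cut at about 24% in these data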;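 also: plate controls were DMSO alone for no effect and ferristatin control at 100 nM for full effect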
# EBNA-1 inh = blocks EBNA-1 binding to DNA; EBNA-1 DNA binding, fluorescence polarization; inhibition, % at 14.8 µM; hit rate 0.34% among 300,000; AID 1950; in the data active = inhibition above about 28%
# Numbers without * were called inactive. An excerpt (hit frequency here may not be typical).
SMILES,ZTA DNA inh,Efflux pump inh,core dimer inh,Fh CTSL1 inh,PP5 primary,PREPL inh,PP1 inh,TPT1 inh,EBNA-1 inh
O=C(NC1CCCC1)C(c1ccccn1)N(C(=O)c1csnn1)c1ccccc1Br (centres undefined),11.2,0.0,-0.1,-3.6,1.5,-0.6,-5.7,-0.1,8.7
CS(=O)(=O)c1cnc(-c2ccccc2)nc1Oc1ccc(F)cc1,-10.7,-0.1,-0.6,-1.4,-2.3,0.4,6.8,-5.1,6.9
CCCC(=O)Nc1ccc(Cc2ccc(NC(=O)CCC)c(C(=O)O)c2)cc1C(=O)O,-3.2,0.0,-3.0,-1.9,-0.6,-1.4,-3.0,-2.4,7.1
Cc1nnc(SCC(=O)N2CCN(S(=O)(=O)c3ccc(Cl)cc3)CC2)n(N)c1=O,11.7,0.0,2.7,1.6,-0.5,5.9,1.4,-7.6,4.4
CC1(C#N)c2ccccc2C(Br)=CN1C(=O)c1ccccc1 (centres undefined),4.9,-0.1,0.7,-3.5,3.5,-6.0,2.3,3.1,9.8
CCOCCCn1c(SCC(=O)NCc2ccco2)nc2c(sc3ccccc32)c1=O,9.3,-0.1,6.6,3.2,0.7,-4.2,12.3,0.4,29.7*
Cc1ccc(N2C(=O)C3C4C=CC(CC4)C3C2=O)c([N+](=O)[O-])c1 (centres undefined),-0.8,0.0,-1.1,-0.3,-2.3,-6.0,-2.6,-1.1,-3.4
S=C(NCc1ccc(Cl)cc1)Nc1ccccc1,7.0,-0.1,-0.4,-1.1,1.4,-2.8,4.7,-2.3,7.8
Cc1nc2c(c(C)nn2-c2ccccc2)c(C)c1CCC(=O)NCCCOC(C)C,-5.0,0.1,-8.0,1.8,0.7,25.2,0.6,-2.5,1.9
COc1cc2nc(SCC(=O)c3ccc(Br)cc3)n3nc(C)nc3c2cc1OC,2.4,0.0,-0.7,-2.2,1.8,0.2,3.3,-4.2,-3.4
COc1ccc(NC(=O)Cn2nc(C(F)(F)F)c3c2CCCC3)cc1OC,-21.0,-0.1,-4.8,-1.4,2.1,14.7,-0.1,-2.8,-2.8
CC(SC1=NCCS1)C(=O)Nc1nnc(-c2ccc(Br)cc2)s1 (centres undefined),3.2,-0.1,-1.4,2.4,-2.4,6.8,2.5,0.2,-5.7
CC(c1ccccc1)C1C(C#N)=C(N)SC(N)=C1C#N (centres undefined),0.1,0.0,-3.5,-2.3,1.5,-5.2,-2.4,-1.1,-9.1
O=C1CC(N(Cc2ccco2)C(=O)Nc2ccc(F)cc2)C(=O)N1c1ccc(F)cc1 (centres undefined),-10.6,-0.2,-1.1,2.0,4.0,8.6,2.3,-0.4,-6.5
COC(=O)Nc1ccc(S(=O)(=O)NCCO)cc1,1.7,0.0,-3.1,-1.6,2.5,3.2,0.4,3.3,-4.1
Cc1ccc(OC(=O)CCC(=O)N2CCc3ccccc32)cc1,-13.9,-0.1,-4.2,-0.7,-10.1,4.2,-11.4,-0.4,-9.3
CC(C)C1Nc2ccc(S(N)(=O)=O)cc2C2C=CCC21 (centres undefined),-18.2,-0.2,1.3,-0.2,1.7,5.8,0.6,5.6,-1.3
COc1ccc(CNC(=S)Nc2ccccc2)cc1,-7.6,-0.2,-10.0,2.5,3.3,11.9,-3.0,1.8,-0.9
CC1(C(=O)NC2CCCC2)CCC(=O)N1Cc1ccccc1Cl (centres undefined),-10.6,0.2,-2.2,-2.0,1.7,1.6,-2.6,-2.6,-12.7
O=C(NCCc1ccccc1)C(=O)NCC1CCCO1 (centres undefined),-0.7,0.0,-0.3,-3.0,4.9,5.7,1.2,22.2,-8.0
CC1(C(=O)OCC(=O)Nc2ccc(C(N)=O)cc2)CC1(Cl)Cl (centres undefined),-8.4,0.0,-3.2,-6.5,1.2,-7.3,-6.2,0.8,2.5
Cc1ccc(CNc2ccc(CNc3ncn[nH]3)cc2)cc1,-5.9,-0.1,-5.3,0.5,3.0,2.7,-0.1,1.9,4.2
C=CCNc1nc2ccccc2nc1NS(=O)(=O)c1ccc(Cl)cc1,-10.2,0.0,2.1,1.0,2.3,11.7,1.1,-0.4,-3.5
COc1ccc(Cl)cc1N1CC(C(=O)Nc2nccs2)CC1=O (centres undefined),9.7,0.0,-2.0,-2.7,-0.4,2.4,-3.4,-2.6,1.1
COc1ccc(OCCNC(=O)c2cccc(Oc3ccc(C(F)(F)F)cc3[N+](=O)[O-])c2)cc1,6.1,0.1,11.3,2.9,10.5*,13.6,2.7,-0.2,-1.6
O=[N+]([O-])c1ccc(O)c(/C=N/n2cnc3ccccc32)c1,2.3,-0.1,-0.3,7.8,0.6,6.4,-0.9,-2.4,-2.3
CC(=O)Nc1ccc(CN2CCN(c3cccc(C(F)(F)F)c3)CC2)cc1,2.2,-0.1,3.9,4.6,-1.1,8.8,4.3,-2.9,13.4
O=C(NC1CCCCCCC1)C1CCC(CNc2c(N3CCCC3)c(=O)c2=O)CC1 (centres undefined),-6.4,0.1,1.2,5.4,-1.1,4.1,0.4,-0.4,6.1
CCOC(=O)N1CCN(C(=O)c2ccc3nc(N4CCCCC4)sc3c2)CC1,-8.0,0.0,-3.1,-1.3,-1.4,12.0,0.3,-0.9,5.3
COc1ccc(N2CCN(C(=O)c3ccc(SC)cc3OC)CC2)cc1,-0.5,0.1,10.7,-1.5,3.1,-0.7,-3.9,0.7,13.9
Cc1cc(/C=C(\C#N)C(=O)NC2CC2)c(C)[nH]1,-1.6,0.1,0.3,1.0,0.1,-0.7,-3.5,-1.6,2.4
O=C(Nc1cnc2ccccn2c1=O)c1ccc(Cl)cc1,0.9,-0.3,-0.6,2.3,-0.7,4.3,-2.0,-0.6,-5.8
Cc1ccc(-n2nc3c(=O)n(C(C)C(=O)NCCc4cccs4)nc(C)c3c2C)cc1 (centres undefined),-12.7,0.1,-3.5,0.8,-0.2,14.2,4.8,-1.3,-2.6
O=C(CN1C(=O)S/C(=C\c2cccs2)C1=O)Nc1ccc(O)c(C(=O)O)c1,-13.0,-0.1,-2.7,3.5,-2.0,6.5,4.2,-0.2,0.1
C[C@H](NC(=O)c1cc2c([nH]c3ccccc32)c(-c2ccccc2)n1)C(=O)O,-11.7,-0.1,4.1,-4.8,2.8,-5.7,2.3,-1.0,-6.8
Cc1c(-c2nc(N)nc(Nc3ccccc3F)n2)oc2ccccc12,2.9,0.3,-2.0,-1.7,5.2,-2.9,5.2,0.0,8.4

# Sorted by molar mass (smallest number first): 8 of the compounds above.
SMILES,ZTA DNA inh,Efflux pump inh,core dimer inh,Fh CTSL1 inh,PP5 primary,PREPL inh,PP1 inh,TPT1 inh,EBNA-1 inh
Cc1cc(/C=C(\C#N)C(=O)NC2CC2)c(C)[nH]1,-1.6,0.1,0.3,1.0,0.1,-0.7,-3.5,-1.6,2.4
O=C(Nc1cnc2ccccn2c1=O)c1ccc(Cl)cc1,0.9,-0.3,-0.6,2.3,-0.7,4.3,-2.0,-0.6,-5.8
C[C@H](NC(=O)c1cc2c([nH]c3ccccc32)c(-c2ccccc2)n1)C(=O)O,-11.7,-0.1,4.1,-4.8,2.8,-5.7,2.3,-1.0,-6.8
COc1ccc(N2CCN(C(=O)c3ccc(SC)cc3OC)CC2)cc1,-0.5,0.1,10.7,-1.5,3.1,-0.7,-3.9,0.7,13.9
CC(=O)Nc1ccc(CN2CCN(c3cccc(C(F)(F)F)c3)CC2)cc1,2.2,-0.1,3.9,4.6,-1.1,8.8,4.3,-2.9,13.4
O=C(CN1C(=O)S/C(=C\c2cccs2)C1=O)Nc1ccc(O)c(C(=O)O)c1,-13.0,-0.1,-2.7,3.5,-2.0,6.5,4.2,-0.2,0.1
O=C(NC1CCCCCCC1)C1CCC(CNc2c(N3CCCC3)c(=O)c2=O)CC1 (centres undefined),-6.4,0.1,1.2,5.4,-1.1,4.1,0.4,-0.4,6.1
Cc1ccc(-n2nc3c(=O)n(C(C)C(=O)NCCc4cccs4)nc(C)c3c2C)cc1 (centres undefined),-12.7,0.1,-3.5,0.8,-0.2,14.2,4.8,-1.3,-2.6

# (more compounds)
SMILES,ZTA DNA inh,Efflux pump inh,core dimer inh,Fh CTSL1 inh,PP5 primary,PREPL inh,PP1 inh,TPT1 inh,EBNA-1 inh
CCOCCOC(=O)c1[nH]c2c(c1C)C(=O)CC(c1ccc(OC)c(OC)c1)C2 (centres undefined),-20.5,-0.1,0.0,3.7,1.9,-2.3,3.1,-5.2,-9.2
CC(C)c1ccc(/C=C(\NC(=O)c2ccccc2)C(=O)NCCCN2CCOCC2)cc1,13.0,-0.1,-2.6,0.0,-1.8,4.3,-6.8,-1.3,3.3
CCCCC(=O)Nc1nnc(SCC(=O)NC2CC2)s1,5.1,0.0,9.7,-3.3,0.4,-8.7,-3.1,-0.1,2.1
CC(Sc1n[nH]c(N)n1)C(=O)Nc1ccc(Cl)cn1 (centres undefined),-15.0,0.1,-4.0,-3.8,-1.5,-5.1,-2.8,-0.5,-2.4
COc1ccc(NC(=O)C(=O)N2N=C3CCCCC3C2(O)C(F)(F)F)cc1 (centres undefined),0.7,0.0,2.3,-5.3,-1.0,-2.3,-2.5,0.1,1.0
Cc1nc2sc(C(c3ccco3)N3CCC(Cc4ccccc4)CC3)c(O)n2n1 (centres undefined),9.9,0.3,7.1,1.8,0.8,16.5,2.3,2.9,11.6
COc1ccc(N2CCCC2)c(NC(=O)COc2ccccc2Cl)c1,7.5,-0.1,-4.5,0.4,0.2,5.7,-0.3,-2.3,12.1
Cn1c(CNC(=O)c2ccccc2F)nnc1SCC(=O)N1CCN(c2ccccc2)CC1,-0.1,-0.2,-0.9,3.3,2.5,5.8,-2.2,-0.8,3.0
CCOc1ccc(C2=Nn3c(nnc3-c3ccccn3)SC2)cc1,3.7,-0.2,6.0,0.4,0.7,0.3,10.2,1.0,0.1
COc1cc(NC(=O)NS(=O)(=O)c2ccc(C)cc2)cc(OC)c1,10.3,0.0,-0.2,-4.7,1.4,6.6,-6.9,0.9,6.0
COc1cccc(-c2ccc(NC(=O)C3CCCN(Cc4cc(C)[nH]n4)C3)cc2)c1 (centres undefined),1.8,-0.1,1.8,-2.1,1.6,1.2,-4.7,0.0,-7.7
COc1ccc2sc(NC(=O)CC(C)C)nc2c1,3.4,0.0,-2.8,-1.0,2.7,3.2,5.2,1.5,0.4
COc1cccc(N(CC(=O)NCc2cccnc2)S(C)(=O)=O)c1,4.2,-0.1,2.4,0.8,0.7,3.4,0.5,-2.4,0.8
COc1ccc(-c2csc(N3CCC(c4ccccc4)CC3)n2)cc1,12.9,0.1,-0.1,-2.1,3.3,4.9,-2.8,0.3,-1.6
C=CCn1c(SCc2nc3ccccc3[nH]2)nnc1-c1ccncc1,8.7,-0.1,-5.4,1.0,-0.2,9.1,-1.8,12.5,0.6
C/C(CC(=O)Nc1ccc2c(c1)OCCO2)=N\NC(=O)C(=O)Nc1ccccc1C,-6.7,0.0,-4.8,0.4,1.6,-5.2,-0.8,2.4,0.0
Cc1cc(=O)oc2cc(OCC3CC(c4ccc(N(C)C)cc4)=NO3)ccc12 (centres undefined),-6.1,-0.1,3.3,-5.8,0.1,-27.4,3.5,2.3,-0.9
CCc1ccc(NC(=O)CN(c2ccc(OC)cc2)S(=O)(=O)c2c(C)nn(C)c2C)cc1,3.8,0.0,2.8,1.9,2.8,22.8,1.1,0.3,-4.2
COc1cc(NC(=O)c2ccc(C)cc2)c(OC)cc1NC(=O)CN1CCOCC1,12.3,0.0,-0.8,-2.3,-0.4,7.7,-7.3,-3.5,-0.3
O=C(CN(c1ccc(F)cc1)S(=O)(=O)c1ccc2c(c1)OCCO2)Nc1ccccc1,20.9,-0.1,-3.6,-0.8,2.7,-86.4,-1.0,-0.3,12.9

# Bioassay records deposited in PubChem BioAssay by several laboratories.
